Screens deposited in PubChem by several laboratories.
VLA-4 inh: inhibition in a human VLA-4 binding assay | P13612 | VLA-4 expressing cells, ligand binding flow cytometry | inhibition, % (about 7 µM as worked out from the volumes in the protocol) | 0.2% of 330,000 active | AID 2557; in the data active means inhibition above about 50%
AGP1-GFP MLPCN: alters AGP1-GFP fluorescence in TOR pathway yeast screen; S. cerevisiae AGP1-GFP multiplex flow cytometry, 3 h; GFP as percent of DMSO wells; GFP response vs DMSO, % at 10 µM; 0.02% of 320,000 active;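 active means GFP response relative to DMSO above a set limit, near screen average plus 3 SD, cut at about 150% in these data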;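 further: median GFP channel fluorescence of the gated AGP1 strain per well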
Yeast superoxide: caloric restriction mimetics inhibiting age-related superoxide in yeast. superoxide response (% of plate mean), % at 10 µM. AID 2690. S. cerevisiae aged cells, superoxide DHE fluorescence; stronger effect = lower value. 0.18% of 330,000 active;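 active means superoxide response under a set limit, about three screen SD below normal, cut at about 65% in these data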;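 further: yeast aged for seven days with compound at 30 °C before DHE staining; 100% = average MFI of all compound-treated wells on the plate with controls excluded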
GRK2 inh: inhibitors of human GRK2 displacing RNA aptamer | 0.59% of 330,000 active | bead flow cytometry, FAM-aptamer displacement from GRK2 | inhibition of aptamer binding, % at 10 µM;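 active means inhibition of aptamer binding above 40%, roughly 3 SD of noise, on plates passing a quality check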;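 further: median bead fluorescence of bound FAM aptamer so fluorescent compounds give negative values; no value below 0 was filed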
GLD-1 RNA inh: GLD-1-TGE RNA interaction inhibition (C. elegans) | Q17339 | purified GLD-1 + fluorescein TGE RNA, fluorescence polarization | inhibition, % at 5.96 µM | 0.44% of 320,000 active;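 active means percent inhibition above a per-plate cutoff, the plate mean of test compounds plus 3 SD, cut at about 30% in these data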;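 further: 0% = DMSO wells with GLD-1 and probe and 100% = wells lacking GLD-1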
BCLXL inh: blocks human Bcl-xL binding to Bim BH3 peptide; inhibition, % at 10.9 µM; Q07817; GST-Bcl-xL / FITC-Bim BH3 peptide fluorescence polarization; 0.7% of 320,000 active;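 active means inhibition above the mean of all tested compounds plus 3 SD, cutoff set per campaign, cut at about 30% in these data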;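 further: 0% = DMSO wells and 100% = unlabeled Bim-BH3 peptide competitor; inhibitors lower millipolarization by displacing the labeled peptide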
Target sequence (Q07817 whole entry, looked up): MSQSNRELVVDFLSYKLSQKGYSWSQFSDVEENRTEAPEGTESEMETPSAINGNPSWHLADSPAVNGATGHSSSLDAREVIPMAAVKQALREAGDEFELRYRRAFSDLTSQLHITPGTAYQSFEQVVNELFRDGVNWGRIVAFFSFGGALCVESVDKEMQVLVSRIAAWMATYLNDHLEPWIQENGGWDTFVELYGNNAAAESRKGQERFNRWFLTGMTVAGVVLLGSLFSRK
MEX-5 binding: C. elegans MEX-5 TCR-2 RNA binding activity; 0.38% of 300,000 active; AID 1832; MEX-5/FITC-TCR2 RNA binding, fluorescence polarization; stronger effect = lower value; activity score (negative = inhibition of binding), % at 10 µM; Q9XUB2;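 active means inhibition past about -25% in most replicates, and total fluorescence under double the plate's negative control median, limit read from the data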;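 further: 0% = DMSO and -100% = 5 µM competing unlabeled TCR2 RNA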
Target sequence (Q9XUB2 whole entry, looked up): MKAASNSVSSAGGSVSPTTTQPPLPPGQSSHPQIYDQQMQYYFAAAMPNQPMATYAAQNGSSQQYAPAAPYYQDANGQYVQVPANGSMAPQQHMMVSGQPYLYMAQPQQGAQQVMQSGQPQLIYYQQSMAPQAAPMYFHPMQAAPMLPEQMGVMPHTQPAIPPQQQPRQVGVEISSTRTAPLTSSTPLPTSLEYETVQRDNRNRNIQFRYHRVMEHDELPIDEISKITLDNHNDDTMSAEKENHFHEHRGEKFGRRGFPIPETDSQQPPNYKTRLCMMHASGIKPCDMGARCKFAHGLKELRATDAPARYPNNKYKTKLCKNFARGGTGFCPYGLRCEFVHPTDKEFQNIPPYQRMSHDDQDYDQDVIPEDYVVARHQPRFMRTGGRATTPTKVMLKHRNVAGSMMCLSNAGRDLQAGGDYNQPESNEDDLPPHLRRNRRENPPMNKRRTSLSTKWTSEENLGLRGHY
MCL1 BIM primary: inhibitors of human MCL1 binding to BIM-BH3 peptide | inhibition, % at 10.9 µM | GST-MCL1 / FITC-Bim-BH3 fluorescence polarization | 0.68% of 320,000 active;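 active means inhibition above the mean inhibition of all tested compounds plus 3 SD, set per campaign, cut at about 40% in these data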;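 further: 0% = DMSO wells and 100% = unlabeled Bim-BH3 peptide control; higher means more loss of mP so more displacement of Bim peptide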
Target sequence (Q07820 whole entry, looked up): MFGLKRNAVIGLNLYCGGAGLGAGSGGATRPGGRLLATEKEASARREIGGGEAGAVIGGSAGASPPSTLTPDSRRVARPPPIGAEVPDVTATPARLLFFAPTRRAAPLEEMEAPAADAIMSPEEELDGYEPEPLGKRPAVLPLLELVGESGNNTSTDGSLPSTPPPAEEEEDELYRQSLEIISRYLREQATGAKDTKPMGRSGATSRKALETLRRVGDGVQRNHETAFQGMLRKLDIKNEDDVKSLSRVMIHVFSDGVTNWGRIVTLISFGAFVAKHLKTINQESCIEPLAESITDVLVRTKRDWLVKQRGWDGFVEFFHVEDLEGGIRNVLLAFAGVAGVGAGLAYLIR
CIT2-GFP yeast: yeast TOR pathway CIT2-GFP modulation; S. cerevisiae CIT2-GFP strain, flow cytometry, 3 h; 100 means same as DMSO wells; 0.065% of 320,000 active; AID 2029; GFP response vs DMSO, % at 10 µM;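 active means GFP response relative to DMSO above a set limit, near the screen mean plus 3 SD, cut at about 150% in these data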;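 further: ratio of well median GFP fluorescence to mean of DMSO wells on the plate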
Active calls of the source: *.

How did COc1cc(NC(=O)CSCC(=O)N(C)C2CCCCC2)cc(OC)c1 do in these assays?
VLA-4 inh: -2; AGP1-GFP MLPCN: 106; Yeast superoxide: 95; GRK2 inh: 4; GLD-1 RNA inh: 7; BCLXL inh: -4; MCL1 BIM primary: -3; CIT2-GFP yeast: 99

How did CCOC(=O)N1CCN(C(=O)CSc2nnc(-c3cccc(OC)c3)o2)CC1 do in these assays?
VLA-4 inh: 1; AGP1-GFP MLPCN: 99; Yeast superoxide: 81; GRK2 inh: 1; GLD-1 RNA inh: -4; BCLXL inh: 1; MEX-5 binding: 0.7; MCL1 BIM primary: 5; CIT2-GFP yeast: 105

How did NC(=O)COc1cc2oc(=O)c3c(c2cc1Cl)CCCC3 do in these assays?
VLA-4 inh: 14; AGP1-GFP MLPCN: 93; Yeast superoxide: 82; GRK2 inh: 2; GLD-1 RNA inh: 4; BCLXL inh: 10; MEX-5 binding: 1.1; MCL1 BIM primary: 6; CIT2-GFP yeast: 101

What do the screens show for `CC1CCCCC1NC(=O)C1CC(=O)N(Cc2ccccc2)C1` (centres undefined)?
VLA-4 inh: 5; AGP1-GFP MLPCN: 95; Yeast superoxide: 102; GRK2 inh: 0; GLD-1 RNA inh: 4; BCLXL inh: -1; MEX-5 binding: 0.8; MCL1 BIM primary: -1; CIT2-GFP yeast: 94

What do the screens show for `CSCCCN1CCCC(CO)(Cc2ccc(F)cc2)C1` (centres undefined)?
VLA-4 inh: -2; AGP1-GFP MLPCN: 128; Yeast superoxide: 108; GRK2 inh: 4; GLD-1 RNA inh: 2; BCLXL inh: 2; MEX-5 binding: -2.7; MCL1 BIM primary: 4; CIT2-GFP yeast: 101

Results for O=C(O)C1C2CCC(O2)C1C(=O)Nc1ccccc1Br (centres undefined) ?
VLA-4 inh: 2; AGP1-GFP MLPCN: 98; Yeast superoxide: 99; GRK2 inh: 0; GLD-1 RNA inh: -2; BCLXL inh: 5; MEX-5 binding: -0.9; MCL1 BIM primary: -13; CIT2-GFP yeast: 99

What do the screens show for `CCO[C@H]1OC(C(=O)N2CCN(Cc3ccc4c(c3)OCO4)CC2)=C[C@@H](c2cn(C(C)=O)c3ccccc23)[C@@H]1CCCO`?
VLA-4 inh: 12; AGP1-GFP MLPCN: 87; Yeast superoxide: 93; GRK2 inh: 0; GLD-1 RNA inh: 5; BCLXL inh: 2; MEX-5 binding: 0.9; MCL1 BIM primary: 7; CIT2-GFP yeast: 109

Results for CCOc1cc(C#N)c(NC(=O)Cn2nnc3ccccc32)cc1OCC ?
VLA-4 inh: -25; AGP1-GFP MLPCN: 102; Yeast superoxide: 88; GRK2 inh: 6; GLD-1 RNA inh: 4; BCLXL inh: 1; MEX-5 binding: 0.9; MCL1 BIM primary: 1; CIT2-GFP yeast: 109

Results for Cc1csc(SCc2nnc(-c3ccccc3Br)o2)n1 ?
VLA-4 inh: -7; AGP1-GFP MLPCN: 95; Yeast superoxide: 98; GRK2 inh: 1; GLD-1 RNA inh: 0; BCLXL inh: -1; MEX-5 binding: 0.9; MCL1 BIM primary: 2; CIT2-GFP yeast: 87

How did Oc1nc(Nc2ccc(Cl)cc2Cl)sc1/C=C1\C=Nc2ccccc21 do in these assays?
VLA-4 inh: -7; AGP1-GFP MLPCN: 126; Yeast superoxide: 100; GRK2 inh: 5; GLD-1 RNA inh: -6; BCLXL inh: -2; MEX-5 binding: 0.4; MCL1 BIM primary: -6; CIT2-GFP yeast: 83

What do the screens show for `O=C(CN1CCNCC1)Nc1ccccc1Cl`?
VLA-4 inh: 13; AGP1-GFP MLPCN: 101; Yeast superoxide: 101; GRK2 inh: 1; GLD-1 RNA inh: 1; BCLXL inh: 0; MEX-5 binding: 1.5; MCL1 BIM primary: 5; CIT2-GFP yeast: 104

Results for COc1cc(/C=C2/SC(=S)N(C)C2=O)ccc1OC(=O)c1ccco1 ?
VLA-4 inh: 22; AGP1-GFP MLPCN: 91; Yeast superoxide: 135; GRK2 inh: 5; GLD-1 RNA inh: -6; BCLXL inh: 3; MEX-5 binding: 2.5; MCL1 BIM primary: 11; CIT2-GFP yeast: 85

How did Cc1ccc(-c2nc(CSCC(=O)NC3CCN(Cc4ccccc4)CC3)c(C)o2)cc1 do in these assays?
VLA-4 inh: 10; AGP1-GFP MLPCN: 100; Yeast superoxide: 59*; GRK2 inh: 1; GLD-1 RNA inh: 2; BCLXL inh: 4; MEX-5 binding: -0.6; MCL1 BIM primary: 0; CIT2-GFP yeast: 110

What do the screens show for `O=C(CCC(=O)N1CCOc2ccc(Cl)cc21)NCCCN1CCOCC1`?
VLA-4 inh: -4; AGP1-GFP MLPCN: 106; Yeast superoxide: 84; GRK2 inh: 0; GLD-1 RNA inh: -4; BCLXL inh: 0; MEX-5 binding: -0.7; MCL1 BIM primary: 1; CIT2-GFP yeast: 110

How did CC(C)(C)NC(=O)NC(=O)CSc1cccc(C(F)(F)F)c1 do in these assays?
VLA-4 inh: -4; AGP1-GFP MLPCN: 96; Yeast superoxide: 111; GRK2 inh: 1; GLD-1 RNA inh: 1; BCLXL inh: 4; MEX-5 binding: 1.2; MCL1 BIM primary: 3; CIT2-GFP yeast: 87

How did CC(=O)C1=C(O)C(=O)N(c2ccc(Br)cc2)C1c1ccc(Cl)cc1 (centres undefined) do in these assays?
VLA-4 inh: 14; AGP1-GFP MLPCN: 88; Yeast superoxide: 96; GLD-1 RNA inh: 7; BCLXL inh: -1; MEX-5 binding: 0.9; MCL1 BIM primary: -4; CIT2-GFP yeast: 95

How did Cc1cccc(CN2CCCC(C(=O)Nc3ccc(-c4cscn4)cc3)C2)c1 (centres undefined) do in these assays?
VLA-4 inh: -13; AGP1-GFP MLPCN: 93; Yeast superoxide: 103; GRK2 inh: 0; MEX-5 binding: -2.8; CIT2-GFP yeast: 113

How did CCOc1cc(NC(=S)NCCCN2CCOCC2)c(OCC)cc1NC(=O)c1cccc(C)c1 do in these assays?
VLA-4 inh: 7; AGP1-GFP MLPCN: 101; Yeast superoxide: 142; GRK2 inh: 0; GLD-1 RNA inh: -6; BCLXL inh: 1; MEX-5 binding: -2.7; MCL1 BIM primary: 5; CIT2-GFP yeast: 99

What do the screens show for `COc1ccccc1NC(=O)CSc1nnc(-c2ccoc2C)n1CCc1ccccc1`?
VLA-4 inh: 6; AGP1-GFP MLPCN: 110; Yeast superoxide: 100; GRK2 inh: 1; GLD-1 RNA inh: 4; BCLXL inh: 2; MEX-5 binding: -1.3; MCL1 BIM primary: 2; CIT2-GFP yeast: 95

How did CCOCCn1c(SCc2ccc(F)cc2)nc2c1c(=O)[nH]c(=O)n2C do in these assays?
VLA-4 inh: 11; AGP1-GFP MLPCN: 105; Yeast superoxide: 106; GRK2 inh: 0; GLD-1 RNA inh: 1; BCLXL inh: 4; MEX-5 binding: 2.1; MCL1 BIM primary: 0; CIT2-GFP yeast: 102

How did Cc1ccc(NC(=O)[C@H](C)NC(=O)C2CCN(C(=O)[C@@H](N)CC(C)C)CC2)cc1 do in these assays?
VLA-4 inh: 18; AGP1-GFP MLPCN: 105; Yeast superoxide: 104; GRK2 inh: 0; GLD-1 RNA inh: 2; BCLXL inh: 6; MEX-5 binding: -0.8; MCL1 BIM primary: 4; CIT2-GFP yeast: 100

How did CC(=O)c1sc(Nc2ccc(C)cc2)nc1C do in these assays?
VLA-4 inh: 9; AGP1-GFP MLPCN: 102; Yeast superoxide: 114; GRK2 inh: 1; GLD-1 RNA inh: -10; BCLXL inh: -5; MEX-5 binding: 2.1; MCL1 BIM primary: -6; CIT2-GFP yeast: 96

Results for CCCN(CCC)S(=O)(=O)c1ccc(C(=O)Nc2ccc(OCC(=O)N3CCOCC3)cc2)cc1 ?
VLA-4 inh: 14; AGP1-GFP MLPCN: 97; Yeast superoxide: 110; GRK2 inh: 0; GLD-1 RNA inh: -5; BCLXL inh: 2; MEX-5 binding: 3.0; MCL1 BIM primary: 2; CIT2-GFP yeast: 94

Results for COc1ccc(-c2ccc(C(=S)N3CCN(C(C)=O)CC3)o2)cc1 ?
VLA-4 inh: -4; AGP1-GFP MLPCN: 89; Yeast superoxide: 115; GRK2 inh: 0; GLD-1 RNA inh: 4; BCLXL inh: 9; MEX-5 binding: 0.1; MCL1 BIM primary: 16; CIT2-GFP yeast: 89

How did CCOC(=O)c1ccc(OCc2c(C)noc2C)cc1 do in these assays?
VLA-4 inh: 11; AGP1-GFP MLPCN: 95; Yeast superoxide: 101; GRK2 inh: 1; GLD-1 RNA inh: 4; BCLXL inh: -3; MEX-5 binding: -1.3; MCL1 BIM primary: -8; CIT2-GFP yeast: 96

Results for COc1ccccc1-c1nnc2sc(-c3cc4ccccc4o3)nn12 ?
VLA-4 inh: 6; AGP1-GFP MLPCN: 90; Yeast superoxide: 97; GRK2 inh: 3; GLD-1 RNA inh: 5; BCLXL inh: 2; MEX-5 binding: -1.7; MCL1 BIM primary: 1; CIT2-GFP yeast: 86

How did COc1ccc(N2CCN(C(=O)Cc3ccc(Br)cc3)CC2)cc1 do in these assays?
VLA-4 inh: -18; AGP1-GFP MLPCN: 90; Yeast superoxide: 101; GRK2 inh: 0; GLD-1 RNA inh: -1; BCLXL inh: 3; MEX-5 binding: 1.0; MCL1 BIM primary: 0; CIT2-GFP yeast: 79

How did COC(=O)c1c(C)oc(C)c1S(=O)(=O)NC(c1ccccc1)c1ccccc1 do in these assays?
VLA-4 inh: 7; AGP1-GFP MLPCN: 116; Yeast superoxide: 99; GRK2 inh: 1; GLD-1 RNA inh: 7; BCLXL inh: 5; MEX-5 binding: 2.0; MCL1 BIM primary: 7; CIT2-GFP yeast: 99

How did O=C1Nc2ccccc2C(=O)N2[C@H](c3ccccc3)[C@@H]3C(=O)N(Cc4ccccc4)C(=O)[C@@H]3[C@H]12 do in these assays?
VLA-4 inh: 7; AGP1-GFP MLPCN: 87; Yeast superoxide: 102; GRK2 inh: 6; GLD-1 RNA inh: 4; BCLXL inh: 8; MEX-5 binding: -2.4; MCL1 BIM primary: 11; CIT2-GFP yeast: 101

How did Cc1ccccc1Nc1nc(N)nc(CN(C)c2ccccc2)n1 do in these assays?
VLA-4 inh: -3; AGP1-GFP MLPCN: 91; Yeast superoxide: 96; GRK2 inh: 2; GLD-1 RNA inh: -8; BCLXL inh: 1; MEX-5 binding: 2.8; MCL1 BIM primary: 5; CIT2-GFP yeast: 93

What do the screens show for `O=C(NCCc1cccc(Cl)c1)c1ccc(Cl)c([N+](=O)[O-])c1`?
VLA-4 inh: 5; AGP1-GFP MLPCN: 106; Yeast superoxide: 95; GRK2 inh: 0; GLD-1 RNA inh: -3; BCLXL inh: 1; MEX-5 binding: -0.4; MCL1 BIM primary: 5; CIT2-GFP yeast: 96

What do the screens show for `O=C(O)CCSCCC(=O)O`?
VLA-4 inh: 1; AGP1-GFP MLPCN: 100; Yeast superoxide: 88; GRK2 inh: 0; GLD-1 RNA inh: -10; BCLXL inh: 8; MEX-5 binding: 1.1; MCL1 BIM primary: 11; CIT2-GFP yeast: 97

How did CCOC(=O)CNc1ncc([N+](=O)[O-])cc1C#N do in these assays?
VLA-4 inh: -7; AGP1-GFP MLPCN: 107; Yeast superoxide: 100; GRK2 inh: 2; GLD-1 RNA inh: 12; BCLXL inh: 7; MEX-5 binding: -3.1; MCL1 BIM primary: 8; CIT2-GFP yeast: 99
